Bioassay records deposited in PubChem BioAssay by National Center for Advancing Translational Sciences (NCATS).
N370S GC = qHTS Assay for Inhibitors and Activators of N370S glucocerebrosidase as a Potential Chaperone Treatment of Gaucher Disease | Lysosomal acid glucosylceramidase (Homo sapiens), P04062 | N370S GC spleen homogenate, 4MU-glucoside fluorescence | Potency, µM (doses to about 59.4 µM), for inactives: at the highest dose activity change, negative = inhibition, most hits filed as inhibitors | 330,000 tested, 0.092% active;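 further: 0% = full enzyme activity and -100% = no enzyme basal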
KAT2A inh = qHTS Assay for Inhibitors of GCN5L2. GCN5L2 HAT assay, ThioGlo1 CoA-SH fluorescence. 390,000 tested, 0.21% active. Potency, µM (highest dose often 58.9 µM), inactives show at the highest dose activity change, negative = inhibition, most hits filed as inhibitors. Histone acetyltransferase KAT2A (Homo sapiens), Q92830
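qHTS, 1536-well. 20nM enzyme, pH 7.5 HEPES/EDTA/Tween-20 buffer; 15 min compound preinc., RT. Start: 75uM H3(1-25), 70uM AcCoA, 50uM ThioGlo1. Read Ex340/Em540 at t=0 (autofluorescence flag) and t=20 min.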
FEN1 inhibitor = qHTS Assay for the Inhibitors of Human Flap endonuclease 1 (FEN1); P39748; Recombinant FEN1 flap cleavage, fluorescence, 15 min; 390,000 tested, 0.35% active; Potency, µM (top dose mostly 114 µM), for inactives: at the top dose activity change, negative = inhibition, actives largely listed as inhibitors; further: nearly all actives have a fitted effect of over 65% in size
Target sequence (P39748 whole entry, looked up): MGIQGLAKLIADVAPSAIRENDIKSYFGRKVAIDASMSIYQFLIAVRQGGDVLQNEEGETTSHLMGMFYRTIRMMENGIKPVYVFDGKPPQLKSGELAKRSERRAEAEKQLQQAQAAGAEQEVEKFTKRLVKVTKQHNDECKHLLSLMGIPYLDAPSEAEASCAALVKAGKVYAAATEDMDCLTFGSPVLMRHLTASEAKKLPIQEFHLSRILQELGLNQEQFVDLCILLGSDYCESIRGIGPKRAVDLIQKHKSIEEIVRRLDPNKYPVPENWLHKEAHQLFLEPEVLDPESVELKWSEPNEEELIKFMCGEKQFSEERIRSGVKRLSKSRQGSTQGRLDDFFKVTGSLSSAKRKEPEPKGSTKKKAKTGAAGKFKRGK
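Read-out was taken twice, immediately and after 15 min, following addition of 50 nM substrate to 10 nM FEN1 that had sat with test compound for 15 min at room temperature. Curves came from a four-parameter Hill model.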
* hit, by the source's call; u = inconclusive; x = not tested or not shown; & = joins results of further samples; [ ] = dose if it differs, or a comment. The call rests on the fitted dose curve; in most records, active means well fitted curve in the direction sought with a large enough effect; inconclusive means small, poorly fitted or top-dose-only effect, or another doubt; inactive means no such curve, though single readings can be large; an effect the other way counts as inactive or inconclusive. Unless noted, on the % scale 0 is the no-effect control and ±100 the full control effect; potency means the concentration at half of the fitted maximal effect. A portion of the library, so the mix of outcomes need not match the whole.

N370S GC	KAT2A inh	FEN1 inhibitor	molecule
-6%	-22%	6%	COc1ccc(/C=C/C(=O)N(CCC(N)=O)c2ccccc2)cc1S(=O)(=O)N1CCOCC1
7%	-11%	-4%	CSc1ccccc1NC(=O)c1cc(C(C)C)on1
8%	-5%[0.501 µM]	-15%	COc1ccc(C(=O)c2ccc(Cl)cc2)c2ccccc12
x	-3%	9%	Cc1ccc(NC(=O)CN2C(=O)c3cccnc3Sc3ccccc32)cc1C
-14%	-11%	u	Cc1nnc(N/N=C/c2ccccc2C(F)(F)F)n1N
-7%	-10%	5%	CCOC(=O)C(C)Sc1nc(-c2ccccn2)ncc1OC (stereo not given)
u	-2%	6%	CCn1c(=O)c(CCC(=O)NCCN2CCOCC2)c(C)c2c(C)nn(-c3ccccc3)c21
x	0%	-8%	Oc1c(C(c2ccccc2)N2CCC3(CC2)OCCO3)sc2nc(-c3ccco3)nn12 (stereo not given)
x	-8%	17%	Cc1cc2n(n1)CCCN2C(=O)Nc1ccccc1F
10%	2%	12%	CCCCOc1ccc(C(=O)NNC(=S)NC(=O)CC)cc1
x	-10%	17%	Cc1cc2c(cc1S(=O)(=O)CCC(=O)N1CCCC(C)C1)OCC(=O)N2 (stereo not given)
2%	-11%	-14%	COc1cc(OC)c(C(=O)Nc2ccccc2-c2ccccc2)cc1OC
-15%	-3%	-3%	COc1ccc(CCOC(=O)CNC(=O)c2ccc(Cl)cc2Cl)cc1
x	0%	-6%	CCc1ccccc1NC(=O)CNC(=O)c1cc(C2CC2)nn1-c1ccccc1
-4%	-3%&-4%	1%&3%	CCC(C)NC(=O)CN1C(=O)COc2ccc(S(=O)(=O)N3CCOCC3)cc21 (stereo not given)
-14%	-1%	8%	CC1Cc2nc(SCC(=O)N3CCOCC3)n(-c3ccccc3)c(=O)c2S1 (stereo not given)
0%	10%	9%	CCCOC(=O)CC1C(=O)NCCN1C(=O)OC(C)(C)C (stereo not given)
9%	-3%	-16%	CCn1c(CCNC(=O)c2ccc(C)cc2)nnc1SCc1ccc(Cl)c(Cl)c1
-10%	-10%	-7%	CCOC(=O)Cn1nnnc1CN(Cc1ccc(OC)cc1)Cc1cc2cc(CC)ccc2[nH]c1=O
-3%	-8%	-14%	CC(=O)Oc1c(C(=O)c2nnc(C)o2)c(=O)n(C)c2ccccc12
1%	-6%	-4%	Cc1ccc(N/C(N)=N/c2nc(CSc3nnc(C)s3)cc(=O)[nH]2)c(C)c1
x	-7%	3%	COc1ccc([C@H]2CC(=O)C=C(c3ccc(C)c(F)c3)C2)cc1
1%	0%	-6%	CCCCCOC(=O)Cn1c(=O)oc2ccccc21
3%	1%	13%	CC(C)(C)C(=O)NNC(=O)COc1ccc2ccccc2c1Br
-5%	-5%	9%	CCC(C)(C)n1c(=O)[nH]c2c(c1=O)CCC2
-18%	-12%	6%	O=C1CNC(=O)N1CC(O)Cn1c2ccccc2c2ccccc21 (stereo not given)
x	-10%	-26%	Cc1ccccc1S(=O)(=O)Cc1ccc(C(=O)N2CCN(c3cccc(Cl)c3)CC2)o1
-15%	1%	15%	CC(C)N(C(=O)C[n+]1ccc(/C=N/O)cc1)C(C)C
3%	-1%	0%	CN(CC(=O)Nc1ccccc1C(F)(F)F)C(=O)COc1ncnc2sccc12
10%	-9%	-10%	CC(Sc1ccccn1)C(=O)Nc1ccc(S(N)(=O)=O)cc1 (stereo not given)
1%	-8%	8%	CCc1ccc(NC(=O)NNC(=O)c2cc3ccccc3cc2O)cc1
-8%	-10%	-11%	O=C1C(=O)N(CCN2CCOCC2)C(c2ccccn2)/C1=C(/O)c1ccccc1 (stereo not given)
14%	-10%	u	CCn1c(=O)c(C(=O)NNS(=O)(=O)c2ccc(Br)cc2)c(O)c2ccccc21
2%	-4%	-3%	C/C(=N\Nc1ccc(S(N)(=O)=O)cc1[N+](=O)[O-])c1ccccc1O
2%	-20%	14%	O=C(C1CCCN(S(=O)(=O)c2cccs2)C1)N1CCC(N2CCCCC2)CC1 (stereo not given)
x	-8%	-8%	O=C(CC1N=C2c3ccccc3N=C(SCC(=O)Nc3ccc(F)cc3)N2C1=O)NCc1ccco1 (stereo not given)
x	-4%	0%	COCCNC(=O)CNC(=O)c1nn(-c2ccc(OC)c(Cl)c2)c(=O)c2ccccc12
-7%	3%	-5%	COc1cccc(C(=O)O/N=C(\N)Cc2ccc(Cl)cc2)c1
-3%	3%	-5%	CC1(C)Cc2c(sc(NC(=O)C(=O)N3CCCCC3)c2C(=O)O)CO1
8%	1%	-14%	CCCNC(=S)NC1CCCC1
-2%	-4%	1%	COc1cc(C(=O)NCc2cccnc2)ccc1OCC(=O)Nc1cccc(C(F)(F)F)c1
-14%	-1%	13%	CC(NS(=O)(=O)c1ccc(Br)cc1)c1ccccc1 (stereo not given)
5%	-4%	0%	CCOc1cc(C(=O)Nc2ccc(C)cc2C)ccc1OCC(=O)N1CCCCC1
-10%	-3%	1%	Cc1cccc(N2C(=O)CC(Sc3nnc(C)s3)C2=O)c1 (stereo not given)
0%	u	16%	Cc1nnc2n1N=C(c1ccc3c(c1)NC(=O)CO3)CS2
0%	-8%	-4%	COc1ccc(CCNC(=O)CCNC(=O)c2ccccc2Cl)cc1
x	-3%	19%	CCC1CCCCN1C(=O)COC(=O)c1cc(C)nc2ccccc12 (stereo not given)
5%	0%	-9%	COc1ccc(OC)c(C2C(C(C)=O)=C(O)C(=O)N2CCC(=O)O)c1 (stereo not given)
12%	u	x	CC(=O)NCCCC[C@H](NC(=O)OC(C)(C)C)C(=O)Nc1ccc2c(C(F)(F)F)cc(=O)oc2c1
-3%	4%	3%	COc1ccc(NCc2ccc(OC)c(Cn3ccnc3)c2)c(OC)c1

The list goes on.
N370S GC	KAT2A inh	FEN1 inhibitor	molecule
19%	-14%	-23%	CCOC(=O)[C@H]1[C@H]2COc3ccc(Cl)cc3[C@@H]2N2C(=O)c3cc(OC)ccc3NC(=O)[C@@]12C
x	-7%	-7%	O=C(Nc1ccc2nc(SCC(=O)N3CCOCC3)sc2c1)c1ccccc1Cl
x	2%	-6%	CCN1CCN(c2ncc3c(n2)CC(c2ccccc2O)CC3=O)CC1 (stereo not given)
29%	-22%	-5%	CC1CC(C)CN(C(=O)CCCn2c(=O)c3cccn3c3cccnc32)C1 (stereo not given)
-6%	-21%	-10%	CC(C)(C)N1C(=O)c2ccc(C(=O)O)cc2C1=O
13%	-6%	u	O=C1c2ccccc2CC1(Cc1ccccc1)Cc1ccccc1
-3%	-1%	-3%	Cc1cc(C(=O)OCC(=O)Nc2ccc(F)cc2)c(C)o1
-2%	-5%	-7%	COc1cc(NC(=O)CSc2nnc3ccc(-c4cccnc4)nn23)cc(OC)c1
x	0%	-16%	COc1cccc(CNC(=O)COC(=O)/C(C#N)=C/c2ccc(N(C)C)cc2)c1
-16%	-17%	-2%	COc1ccc(Nc2nnc(-c3ccc(O)cc3)c3ccccc23)cc1
-2%	-1%	4%	O=C(CS(=O)(=O)c1ccc(F)cc1)N1CCOCC1
-5%	-16%	15%	COc1ccc(CC(=O)N2CCN(c3ccc(F)cc3)CC2)cc1
x	2%	-9%	COc1ccccc1NC(=O)CN(C)S(=O)(=O)c1ccc2c(c1)c(=O)n(C)c(=O)n2C
-7%	-11%	-13%	CCOc1ccc(Br)cc1S(=O)(=O)Nc1cccc(S(=O)(=O)N(CC)CC)c1
-13%	-4%	2%	COc1ccc(OC)c(N(CC(=O)NCc2ccccn2)S(C)(=O)=O)c1
-7%	-16%	11%	CC1CCCCN1CCCNc1ccc(C(CC(N)=O)NC(=O)c2ccccc2)cc1[N+](=O)[O-] (stereo not given)
1%	-8%	3%	COc1ccc(C2=Nn3c(nnc3-c3ccncc3)SC2)cc1OC
-6%	0%	-3%	COc1ccc2nc(C)cc(SCC(=O)Nc3c(C)cc(C)cc3C)c2c1
6%	-7%	-2%	O=C(CCSc1ccccc1)NCC1CCCO1 (stereo not given)
x	-13%	0%	COc1ccc(CNC(=O)CN2CCSc3ccccc32)c(OC)c1
11%	0%	5%	Cc1ccc2cc(-c3noc(C4CCCCC4)n3)c(=O)[nH]c2c1
-1%	-8%	1%	COc1ccccc1NS(=O)(=O)c1cccc(C(=O)NCc2ccncc2)c1
-6%	-2%	-15%	CN(C(=O)COC(=O)c1cccnc1Nc1ccccc1F)C1CCS(=O)(=O)C1 (stereo not given)
2%	-2%	-6%	Clc1ccc(C2=NOC(c3nnc(-c4ccccc4)o3)C2)cc1 (stereo not given)
-6%&-23%	0%&-6%	2.2µM*	C[C@@H]1O[C@@H](Oc2c(-c3cc(O)c(O)c(O)c3)oc3cc(O)cc(O)c3c2=O)[C@H](O)[C@H](O)[C@H]1O

By substructure, the compounds so far containing a COOH group (3)
N370S GC	KAT2A inh	FEN1 inhibitor	molecule
-3%	3%	-5%	CC1(C)Cc2c(sc(NC(=O)C(=O)N3CCCCC3)c2C(=O)O)CO1
5%	0%	-9%	COc1ccc(OC)c(C2C(C(C)=O)=C(O)C(=O)N2CCC(=O)O)c1 (stereo not given)
-6%	-21%	-10%	CC(C)(C)N1C(=O)c2ccc(C(=O)O)cc2C1=O

One compound at a time (already shown). Order of values: N370S GC, KAT2A inh, FEN1 inhibitor
Shown for Cc1ccccc1S(=O)(=O)Cc1ccc(C(=O)N2CCN(c3cccc(Cl)c3)CC2)o1 = x, -10%, -26%
Shown for COc1cc(OC)c(C(=O)Nc2ccccc2-c2ccccc2)cc1OC = 2%, -11%, -14%
Shown for CCn1c(=O)c(C(=O)NNS(=O)(=O)c2ccc(Br)cc2)c(O)c2ccccc21 = 14%, -10%, u
Shown for CC(C)N(C(=O)C[n+]1ccc(/C=N/O)cc1)C(C)C = -15%, 1%, 15%
Shown for CC1Cc2nc(SCC(=O)N3CCOCC3)n(-c3ccccc3)c(=O)c2S1 (stereo not given) = -14%, -1%, 8%

Random excerpt: 2 entries already listed
N370S GC	KAT2A inh	FEN1 inhibitor	molecule
-13%	-4%	2%	COc1ccc(OC)c(N(CC(=O)NCc2ccccn2)S(C)(=O)=O)c1
19%	-14%	-23%	CCOC(=O)[C@H]1[C@H]2COc3ccc(Cl)cc3[C@@H]2N2C(=O)c3cc(OC)ccc3NC(=O)[C@@]12C

(further entries)
N370S GC	KAT2A inh	FEN1 inhibitor	molecule
x	-10%	7%	Cc1ccc(OCC(=O)N(Cc2ccc(N(C)C)cc2)CC2CCCO2)cc1C (stereo not given)
u	-13%	-11%	Cc1ccc(S(=O)(=O)c2c(N)n(-c3ccccc3)c3nc4ccccc4nc23)cc1
1%	-5%	-14%	O=S(=O)(c1cccc(-n2cnnn2)c1)N1CCOCC1
23%	-5%	0%	CN(Cc1ccccc1)C(=O)COc1ccc(-c2nnco2)cc1
x	-7%	-3%	CC(=O)c1ccc(S(=O)(=O)N2CCN(CCOc3ccc(Br)cc3)CC2)cc1
x	2%	17%	COc1ccc(NC(=O)C2=C(C)Nc3ncnn3C2c2ccccn2)cc1 (stereo not given)
-7%	-1%	-16%	COCCn1nnnc1C(c1ccc(OC)c(OC)c1)N1CCc2ccccc21 (stereo not given)
1%	-5%	18%	O=C(CCN1CCN(S(=O)(=O)c2cccc([N+](=O)[O-])c2)CC1)Nc1ccccc1F
-1%	3%	3%	O=C(N/N=C/c1ccccc1Cl)c1nc2ccc([N+](=O)[O-])cc2c(=O)[nH]1
-11%	-1%	18%	COc1cc(NC(=O)CCN2CCN(C/C=C/c3ccccc3)CC2)cc(OC)c1
15%	-11%	-5%	CCCc1ccc(-c2cc(C(=O)Nc3ccc([N+](=O)[O-])cn3)c3ccccc3n2)cc1
x	2%	u	CC(C)(C)[C@H]1COC(=O)[C@H](Cc2ccc(F)cc2)CC/C=C/C[C@@H](CC(=O)N[C@H](CO)Cc2ccccc2)C(=O)N1
2%	u	-13%	COc1ccc2oc(C(=O)OCC(=O)N3CC(C)CC(C)C3)c(C)c2c1 (stereo not given)
x	-3%	-6%	Cc1ccccc1OCCC(=O)Nc1ccccc1C(=O)N1CCCCC1
-2%	-5%	-2%	COc1cc(C)c2occ(/C(C)=N\O)c2c1
-14%	-11%	-8%	COC(=O)c1ccc(N2CCOCC2)c(NC(=O)c2ccc(Br)o2)c1
14%	-11%	-15%	COc1ccc(OC)c(N/C(C)=C/C(=O)c2ccc(Br)cc2)c1
4%	-8%	2%	COc1ccccc1NC(=O)C1CCCN(c2cnccn2)C1 (stereo not given)
0%	1%	17%	CCOc1ccccc1C(=O)NN1CCOCC1
4%	u	4%	CC(=NCCCn1ccnc1)C1=C(O)c2ccccc2C1=O
3%	-9%	-1%	O=C(NNc1nc(-c2ccc(F)cc2)cs1)c1ccccc1
-1%	-7%	9%	O=C(Nc1ccc(/C=C/c2nc3ccccc3o2)cc1)c1c(F)cccc1F
5%	-3%	-13%	O=C(O)CC/C(=C\c1cc([N+](=O)[O-])ccc1Cl)c1nc2ccccc2s1
